Assay outcomes as filed in PubChem BioAssay.
Yeast superoxide – caloric restriction mimetics inhibiting age-related superoxide in yeast; S. cerevisiae aged cells, superoxide DHE fluorescence; active compounds read low; superoxide response (% of plate mean), % at 10 µM; hit rate 0.18% among 330,000; AID 2690;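 active = superoxide response under a set limit, about three screen SD below normal, cut at about 65% in these data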;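 note: yeast aged for seven days with compound at 30 °C before DHE staining; 100% = average MFI of all compound-treated wells on the plate with controls excluded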
LAP4 TOR yeast – yeast TOR pathway LAP4-GFP modulation; S. cerevisiae LAP4-GFP multiplex, flow cytometry GFP, 3 h; median GFP as percent of DMSO wells; GFP response vs DMSO, % at 10 µM; hit rate 0.34% among 320,000; AID 2023;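 active = GFP response vs DMSO above a set limit, about the screen mean plus 3 SD, cut at about 150% in these data; inconclusive = under 70 cell events counted for the yeast strain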
CIT2-GFP yeast – alters CIT2-GFP fluorescence in TOR pathway yeast screen; S. cerevisiae CIT2-GFP strain, flow cytometry, 3 h; 100 means same as DMSO wells; GFP response vs DMSO, % at 10 µM; hit rate 0.065% among 320,000; AID 2029;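 active = GFP response relative to DMSO above a set limit, near the screen mean plus 3 SD, cut at about 150% in these data; inconclusive = Fewer than 70 cells measured for a yeast strain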;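 note: ratio of well median GFP fluorescence to mean of DMSO wells on the plate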
AGP1 TOR yeast – yeast TOR pathway AGP1-GFP modulation; S. cerevisiae AGP1-GFP multiplex flow cytometry, 3 h; GFP as percent of DMSO wells; GFP response vs DMSO, % at 10 µM; hit rate 0.02% among 320,000;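 active = GFP response relative to DMSO above a set limit, near screen average plus 3 SD, cut at about 150% in these data; inconclusive = fewer than 70 cells counted for the yeast strain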;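 note: median GFP channel fluorescence of the gated AGP1 strain per well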
RPL19A-GFP yeast – modulators of TOR pathway RPL19A-GFP in S. cerevisiae; S. cerevisiae RPL19A-GFP strain, flow cytometry, 3 h; active compounds read low; percent response vs DMSO, % at 10 µM; hit rate 0.3% among 330,000; AID 2025;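 active = percent response vs DMSO below 50%; inconclusive = fewer than 70 events counted for the yeast strain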;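 note: median channel GFP fluorescence of the barcoded RPL19A-GFP strain; ratio of sample median GFP to plate DMSO average so 100% = DMSO; lower means less RPL19A-GFP as with rapamycin TOR inhibition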
MEP2-GFP yeast – alters MEP2-GFP fluorescence in TOR pathway yeast screen; S. cerevisiae MEP2-GFP strain, flow cytometry GFP, 3 h; 100% = DMSO control level; GFP response vs DMSO, % at 10 µM; hit rate 0.51% among 330,000; AID 2016;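 active = GFP response versus DMSO above a set limit, roughly screen mean plus 3 SD, cut at about 180% in these data; inconclusive = fewer than 70 cells counted for a yeast strain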;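 note: median GFP fluorescence of the barcode-gated MEP2-GFP cells per well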
Efflux pump inh – inhibitors of Candida antifungal efflux pumps expressed in yeast | S. cerevisiae Candida pump triplex, Nile Red efflux | inhibition, % at 10 µM | hit rate 0.44% among 330,000 | AID 485275;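 active = plate passing quality check with inhibition over a set limit, or well fluorescence over plate mean plus 4 SD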;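 note: Nile Red retained in pooled yeast measured as flow cytometry median fluorescence; 0% = buffer negative control and 100% = Enniatin B positive control; higher means more Nile Red kept so more efflux inhibition; some compounds called inactive have numbers as strong as hits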
AHR activator – activators of human aryl hydrocarbon receptor. AHR-responsive luciferase reporter cells, luminescence. activation, % at 5 µM. hit rate 2.5% among 320,000; in the data active = activation above about 47%;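 note: 0% = vehicle wells and 100% = reference agonist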
Target sequence (P35869 whole entry, looked up): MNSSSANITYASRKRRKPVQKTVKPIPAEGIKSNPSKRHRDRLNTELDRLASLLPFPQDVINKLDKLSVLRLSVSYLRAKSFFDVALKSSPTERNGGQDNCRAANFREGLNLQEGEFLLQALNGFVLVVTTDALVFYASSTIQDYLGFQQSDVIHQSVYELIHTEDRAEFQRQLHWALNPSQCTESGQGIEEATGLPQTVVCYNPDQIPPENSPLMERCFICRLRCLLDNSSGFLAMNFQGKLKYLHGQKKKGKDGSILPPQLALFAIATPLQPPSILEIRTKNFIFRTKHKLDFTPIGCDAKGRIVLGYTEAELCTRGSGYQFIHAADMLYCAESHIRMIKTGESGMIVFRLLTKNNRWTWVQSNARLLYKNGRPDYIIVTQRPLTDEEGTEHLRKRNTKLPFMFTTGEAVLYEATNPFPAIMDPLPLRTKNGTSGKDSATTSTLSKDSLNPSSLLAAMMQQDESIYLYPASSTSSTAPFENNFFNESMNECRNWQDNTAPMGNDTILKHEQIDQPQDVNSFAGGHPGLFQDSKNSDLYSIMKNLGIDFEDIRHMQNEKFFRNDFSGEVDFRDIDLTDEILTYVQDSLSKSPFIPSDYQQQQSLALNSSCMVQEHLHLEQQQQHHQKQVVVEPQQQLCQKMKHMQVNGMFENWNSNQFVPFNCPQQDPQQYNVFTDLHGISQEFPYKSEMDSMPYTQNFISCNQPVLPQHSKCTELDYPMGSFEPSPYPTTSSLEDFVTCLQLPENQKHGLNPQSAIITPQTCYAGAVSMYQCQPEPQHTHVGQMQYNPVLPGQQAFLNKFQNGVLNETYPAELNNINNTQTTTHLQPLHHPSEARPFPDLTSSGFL
Active calls of the source: *; i = inactive; ? = inconclusive; . = not tested or not shown; [ ] = dose if it differs, or a comment. An unsorted share of the library. Share with any hit: about 3.9%.

SMILES	Yeast superoxide	LAP4 TOR yeast	CIT2-GFP yeast	AGP1 TOR yeast	RPL19A-GFP yeast	MEP2-GFP yeast	Efflux pump inh	AHR activator
CCn1c(=O)n(CC(=O)NC2CCCC(C)C2C)c(=O)c2ccccc21 (stereo not drawn)	101.0	108.7	103.4	106.2	98.9	101.0	0.0	9.1
COc1ccc(NC(=S)N2CCC(C(O)(c3ccccc3)c3ccccc3)CC2)cc1	111.6	96.2	101.1	99.8	107.1	98.8	-0.8	0.7
O=C(/C=C/c1cc([N+](=O)[O-])ccc1OC(F)F)Nc1ccc(OC(F)F)cc1	103.5	104.9	.	109.0	102.7	103.4	-0.1	-8.6
CC(=O)c1cc(C(=O)Nc2ccc(C(=O)O)cc2)oc1C	100.6	110.5[may fluoresce violet]	?	.	49.9*[may fluoresce violet]	545.4*[may fluoresce violet]	-0.1	1.1
O=C(N1CCN(Cc2ccc3c(c2)OCO3)CC1)C(Cl)(Cl)Cl	82.2	85.5	103.1	96.3	98.7	95.8	0.1	16.0
NC(=O)c1ccc(=O)n(Cc2ccc(F)c(F)c2)c1	102.8	88.7	107.5	98.0	102.7	108.4	0.2	1.6
C=CCOc1ccc(/C=N\NC(N)=S)cc1	82.4	109.9	93.7	97.9	98.4	105.5	1.0	3.6
Cc1ccc(N=C2NC(=O)CS2)c(C)c1	91.3	120.9	110.7	115.6	115.8	132.0	0.1	-1.1
Cc1cc(C)n2nc(CC(=O)NC3CCCC(C)C3C)nc2n1 (stereo not drawn)	83.0	96.2	91.7	92.5	99.3	99.8	0.2	4.0
CCOc1ccc(S(=O)(=O)NC2CC2)cc1	99.9	93.0	101.7	89.9	98.0	98.0	0.1	0.4
CC(C)Oc1ccc(CNC(=O)Oc2ccccc2)cc1	96.1	91.7	95.3	96.3	99.0	95.3	0.1	.
CCOC(=O)c1c(C)[nH]c(C(=O)OC(C)C(=O)NCc2ccccc2)c1C (stereo not drawn)	103.4	105.4	98.4	103.4	104.4	101.0	0.1	3.1
O=C(NC(=S)Nc1ccccc1Cl)C1CC1	86.2	88.2	91.6	81.0	99.8	98.7	0.6	38.1
O=C(CN1CCN(S(=O)(=O)c2ccccc2)CC1)Nc1ccnn1C1CCCC1	99.3	104.6	98.4	100.8	99.3	104.8	0.2	0.1
Cc1ccc(C)c(NC(=O)c2ccc3nccnc3c2)c1	102.5	107.6	103.1	94.7	95.7	107.2	-0.2	10.0
COc1ccc(S(=O)(=O)N2CCC(C(=O)N[C@H](C(=O)N3CCCCCC3)C(C)C)CC2)cc1	97.3	82.2	96.6	85.4	90.4	88.7	-0.1	1.5
CN(CC(O)COCc1cccs1)C1CCCCC1 (stereo not drawn)	105.6	104.5	104.8	100.6	99.5	119.5	-0.1	0.4
COc1ccc(OC)c(NC(=O)C2CC(=O)N(CCc3ccccc3)C2)c1 (stereo not drawn)	93.9	103.6	101.2	109.7	101.7	99.8	-0.1	3.9
O=C(c1ccc(COCC(F)(F)F)o1)N1CCCCCC1	92.9	100.8	97.7	97.2	95.0	97.7	0.1	-0.9
COc1ccc(-c2cc3c(=O)n(CC(=O)Nc4ccc(C(C)=O)cc4)ncn3n2)cc1	90.0	95.8	106.2	71.0	95.8	113.4	0.1	-2.0
CC(C)CNC(=S)N(CCCN(C)C)Cc1cc2cc3c(cc2[nH]c1=O)OCCO3	83.5	88.0	100.8	99.6	101.5	105.4	-0.2	4.2
O=C(OCC(=O)c1ccc(Cl)s1)c1ccc2ccccc2n1	86.5	109.6	97.0	97.1	100.4	102.7	-0.3	20.7
COc1ccc2c(C)c(CC(=O)N3CCN(C(=O)C4COc5ccccc5O4)CC3)c(=O)oc2c1 (stereo not drawn)	99.7	93.5	104.3	98.5	98.1	100.0	0.0	-5.0
CC(=O)Nc1nc2c(C)c(Cl)ccc2s1	97.0	99.8	94.7	96.3	96.7	99.5	-0.2	1.4
Fc1ccccc1CNC(=S)Nc1ccc(Cl)cc1	94.0	120.4	90.7	102.0	99.1	97.4	0.1	-4.2
CC1(C)CC(=O)C(C(=O)/C=C/c2ccco2)C(=O)C1	91.3	101.3	89.2	96.8	94.3	84.4	0.0	-2.6
Cc1cc(=O)oc2cc(OCC(=O)N3CCCc4ccccc43)ccc12	82.2	90.7	90.2	87.1	85.2	96.4	0.0	1.4
CCCCNC(=O)c1c(N)n(/N=C/c2ccccn2)c2nc3ccccc3nc12	98.5	103.5	90.6	97.9	103.0	110.5	-0.1	6.1
CCN(CC)C1=CC(=[N+]2CCCC2)CC(C)(C)C1	86.7	96.5	108.5	98.8	102.1	107.8	0.1	-3.0
COc1ccccc1NC(=O)c1ccc2c(c1)N(CC(=O)NC(C)(C)C)C(=O)C(C)(C)O2	91.8	95.8	101.3	104.4	101.9	104.7	-0.3	-0.5

Shown with two lines to a compound: part of the list above.
Order of results – Yeast superoxide | LAP4 TOR yeast | CIT2-GFP yeast | AGP1 TOR yeast | RPL19A-GFP yeast | MEP2-GFP yeast | Efflux pump inh | AHR activator
Fc1ccccc1CNC(=S)Nc1ccc(Cl)cc1
 : 94.0 | 120.4 | 90.7 | 102.0 | 99.1 | 97.4 | 0.1 | -4.2
CC(C)CNC(=S)N(CCCN(C)C)Cc1cc2cc3c(cc2[nH]c1=O)OCCO3
 : 83.5 | 88.0 | 100.8 | 99.6 | 101.5 | 105.4 | -0.2 | 4.2

Continued:
SMILES	Yeast superoxide	LAP4 TOR yeast	CIT2-GFP yeast	AGP1 TOR yeast	RPL19A-GFP yeast	MEP2-GFP yeast	Efflux pump inh	AHR activator
COc1c2c(nc3ccccc13)OC(C(C)(O)COC(C)=O)C2 (stereo not drawn)	95.8	95.1	97.1	103.0	95.3	105.2	-0.1	-0.9
CCN(C(=O)Cc1cccs1)c1nnc(-c2cc(OC)c(OC)c(OC)c2)s1	96.3	90.3	96.6	93.9	94.8	101.6	-0.1	26.5
CCCOc1ccc(OCCN2CCCC(C)C2)cc1 (stereo not drawn)	99.1	105.3	89.2	119.2	98.6	97.1	-0.4	0.4
O=C(CCc1ccccc1)NC(NC(=S)Nc1cccc(Cl)c1)C(Cl)(Cl)Cl (stereo not drawn)	102.5	101.0	102.3	103.7	101.1	101.8	0.0	3.3
COc1ccc(CN(C(=O)c2ccc(C)cc2)C2CCS(=O)(=O)C2)cc1 (stereo not drawn)	114.0	94.9	102.7	99.1	102.0	103.5	-0.2	-0.9
CCn1c(CC(=O)Nc2ccc(F)cc2)nnc1SCC(=O)NC1=NCCS1	107.9	90.3	102.8	110.6	106.2	111.1	-0.2	1.1
COCCCn1nnnc1SCC(=O)N1CCN(C(=O)c2ccco2)CC1	87.0	110.2	100.5	108.2	100.8	106.5	0.0	-1.0
COc1ccccc1N1CCN(S(=O)(=O)c2c(C)[nH]c(C)c2C(=O)N2CCCCC2)CC1	96.3	88.5	95.5	91.4	97.3	95.9	0.0	2.8
CCN(Cc1ccccc1)C(=O)CCc1nnc(CCCc2ccccc2)o1	88.4	120.6	99.7	100.9	97.0	114.3	0.0	1.4
CC(=O)c1cc(-c2ccccc2)n(CC(=O)N2CCC(C)CC2)c1C	100.5	101.3	102.0	102.4	99.3	102.7	0.1	-2.0
CC(C)CNC(=O)c1cccc(NC(=O)C(C)Oc2ccccc2)c1 (stereo not drawn)	104.9	104.9	85.3	95.1	95.3	98.4	0.1	-0.1
COc1ccc(-c2nc(C#N)c(NCc3ccccc3Cl)o2)cc1OC	88.3	105.7	112.7	107.9	105.1	108.8	0.0	7.6
COCCNC(=O)CSc1nc2ccc(N3CCOCC3)cc2c(=O)n1Cc1ccc(OC)cc1	111.9	93.8	97.7	95.3	90.6	102.6	0.2	13.4
CC(=O)Nc1ccc(S(=O)(=O)N2CCC(NC(C)=O)(c3cccc(F)c3)CC2)cc1	110.7	101.0	107.0	102.9	101.2	104.4	0.0	0.0
COc1ccc2nc(COC(=O)c3cccc([N+](=O)[O-])c3)c(C(C)=O)[n+]([O-])c2c1	95.4	116.2	105.5	120.3	115.3	99.7	0.0	0.9
CN(C)c1ccc(C(=O)C(O)c2ccc(C(C)(C)C)cc2)cc1 (stereo not drawn)	100.5	89.8	102.3	106.3	96.3	105.2	0.1	0.1
CC(NC(=O)c1ccc(N)cc1)c1ccccc1 (stereo not drawn)	i	104.9	104.7	101.2	102.3	101.5	0.1	-1.1
FC(F)(F)c1nnc2ccc(N3CCN(c4ccccc4)CC3)nn12	97.7	97.0	92.0	94.9	.	101.3	-0.3	-10.5
O=C(NC(=S)Nc1ccccc1C(=O)O)c1cncc(Br)c1	99.0	107.3	108.0	107.1	105.8	114.8	0.0	2.1
CC(=O)NC(=S)Nc1ccc2oc(=O)ccc2c1	90.4	105.0	99.1	99.5	97.6	100.1	-0.1	-1.4
COCCN(Cc1cccs1)S(=O)(=O)c1ccc(-c2ccc(=O)[nH]n2)s1	79.5	111.0	100.0	109.2	101.8	100.5	-0.3	-0.2
CN(C)c1ccc(N=Cc2nc(-c3ccccc3)oc2O)cc1	81.8	72.5	92.9	88.2	84.3	84.1	0.2	19.2
Cc1cccc2nc(COc3ccc(-c4ccccc4)cc3)cn12	94.5	118.3	97.0	98.8	94.7	98.5	0.0	-7.3
Cc1cc(C)nc(SCc2cn3cc(Cl)ccc3n2)n1	102.4	98.5	100.0	100.5	103.0	109.8	0.0	23.2
O=C(NC(Cc1c[nH]c2ccccc12)C(=O)Nc1ccc(F)c([N+](=O)[O-])c1)c1cccs1 (stereo not drawn)	107.9	109.9	99.7	102.9	104.8	103.8	0.1	11.7
COc1ccc(C(=O)NC2CCSc3ccccc32)cc1 (stereo not drawn)	101.0	91.7	93.5	89.8	101.0	98.0	0.1	7.5
CCc1ccc(NC(=S)NC2CCN(Cc3ccccc3)CC2)cc1	94.1	90.5	97.2	99.7	101.5	93.4	0.0	5.5
CC(C)c1[nH]c(=O)c(C#N)c2c1COC(C)(C)C2	95.3	98.9	97.5	108.3	101.1	103.6	-0.2	-1.6
O=C(NCc1cccs1)c1cnc2sccn2c1=O	88.9	97.9	104.5	101.5	104.6	95.5	-0.1	1.3
Cc1ccc(C)c(NC(=O)c2oc(=O)c3ccccc3c2-c2ccccc2)c1	108.2	84.2	82.1	85.7	91.8	55.8	1.4	13.8
O=C(CCC(=O)OCc1ccc(Cl)cc1)Nc1cccc([N+](=O)[O-])c1	105.5	104.7	98.8	96.3	99.0	108.2	-0.1	0.2
C=CCN(CC=C)C(=O)c1ccncc1	92.4	102.0	106.3	100.6	97.5	103.9	-0.1	-5.8
COc1ccc(C2=NN(C(C#N)c3ccc(OC)cc3)C(c3ccccc3)C2)cc1 (stereo not drawn)	83.5	100.9	96.2	91.5	97.6	97.6	0.1	54.1*
Cc1ccc(NC(=O)N(Cc2ccco2)C(C)c2ccco2)cc1C (stereo not drawn)	76.8	101.8	95.9	96.1	97.1	96.7	-0.2	5.9
COc1ccc([C@@H]2CC=C(C(=O)O)[C@H](c3ccccc3)N2S(=O)(=O)c2ccc(C)cc2)cc1OC	94.7	86.0	86.0	87.4	88.2	81.7	-0.2	0.0
CCCCCn1c(CN2CCN(C(=O)c3ccco3)CC2)nc2c1c(=O)n(C)c(=O)n2C	82.7	105.7	110.5	103.2	104.7	106.0	-0.1	1.6
O=C(C1CCCN1S(=O)(=O)c1cccc2nsnc12)N1CCN(c2ccccc2)CC1 (stereo not drawn)	96.4	98.8	113.7	103.9	101.7	106.0	-0.3	0.0
CCOc1ccc(C(=O)COC(=O)c2cc([N+](=O)[O-])ccc2N2CCOCC2)cc1	91.6	112.0	87.4	96.1	95.1	98.0	-0.1	2.2
COC(=O)C(CCSC)NC(=O)C(NC(=O)C1CCC(C)CC1)C(C)C (stereo not drawn)	76.7	95.2	104.7	105.2	106.3	137.7	-0.2	-1.8
